Pf apPOL block = Pf-apPOL DNA polymerase inhibition | AID 1794808 | Recombinant Pf-apPOL, molecular beacon fluorescence, 1.5 h | inhibition, % at 10 µM | hit rate 0.25% among 210,000
mHTT-CaM PPI inh = disrupts binding of mutant huntingtin to calmodulin; P42858; inhibition, % at 15 µM; hit rate 3.6% among 190,000; AlphaScreen His-mHTT/GST-CaM binding, luminescence;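 note: 0% = both proteins with DMSO and 100% = one protein alone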
Target sequence (P42858 whole entry, looked up, stated change not applied): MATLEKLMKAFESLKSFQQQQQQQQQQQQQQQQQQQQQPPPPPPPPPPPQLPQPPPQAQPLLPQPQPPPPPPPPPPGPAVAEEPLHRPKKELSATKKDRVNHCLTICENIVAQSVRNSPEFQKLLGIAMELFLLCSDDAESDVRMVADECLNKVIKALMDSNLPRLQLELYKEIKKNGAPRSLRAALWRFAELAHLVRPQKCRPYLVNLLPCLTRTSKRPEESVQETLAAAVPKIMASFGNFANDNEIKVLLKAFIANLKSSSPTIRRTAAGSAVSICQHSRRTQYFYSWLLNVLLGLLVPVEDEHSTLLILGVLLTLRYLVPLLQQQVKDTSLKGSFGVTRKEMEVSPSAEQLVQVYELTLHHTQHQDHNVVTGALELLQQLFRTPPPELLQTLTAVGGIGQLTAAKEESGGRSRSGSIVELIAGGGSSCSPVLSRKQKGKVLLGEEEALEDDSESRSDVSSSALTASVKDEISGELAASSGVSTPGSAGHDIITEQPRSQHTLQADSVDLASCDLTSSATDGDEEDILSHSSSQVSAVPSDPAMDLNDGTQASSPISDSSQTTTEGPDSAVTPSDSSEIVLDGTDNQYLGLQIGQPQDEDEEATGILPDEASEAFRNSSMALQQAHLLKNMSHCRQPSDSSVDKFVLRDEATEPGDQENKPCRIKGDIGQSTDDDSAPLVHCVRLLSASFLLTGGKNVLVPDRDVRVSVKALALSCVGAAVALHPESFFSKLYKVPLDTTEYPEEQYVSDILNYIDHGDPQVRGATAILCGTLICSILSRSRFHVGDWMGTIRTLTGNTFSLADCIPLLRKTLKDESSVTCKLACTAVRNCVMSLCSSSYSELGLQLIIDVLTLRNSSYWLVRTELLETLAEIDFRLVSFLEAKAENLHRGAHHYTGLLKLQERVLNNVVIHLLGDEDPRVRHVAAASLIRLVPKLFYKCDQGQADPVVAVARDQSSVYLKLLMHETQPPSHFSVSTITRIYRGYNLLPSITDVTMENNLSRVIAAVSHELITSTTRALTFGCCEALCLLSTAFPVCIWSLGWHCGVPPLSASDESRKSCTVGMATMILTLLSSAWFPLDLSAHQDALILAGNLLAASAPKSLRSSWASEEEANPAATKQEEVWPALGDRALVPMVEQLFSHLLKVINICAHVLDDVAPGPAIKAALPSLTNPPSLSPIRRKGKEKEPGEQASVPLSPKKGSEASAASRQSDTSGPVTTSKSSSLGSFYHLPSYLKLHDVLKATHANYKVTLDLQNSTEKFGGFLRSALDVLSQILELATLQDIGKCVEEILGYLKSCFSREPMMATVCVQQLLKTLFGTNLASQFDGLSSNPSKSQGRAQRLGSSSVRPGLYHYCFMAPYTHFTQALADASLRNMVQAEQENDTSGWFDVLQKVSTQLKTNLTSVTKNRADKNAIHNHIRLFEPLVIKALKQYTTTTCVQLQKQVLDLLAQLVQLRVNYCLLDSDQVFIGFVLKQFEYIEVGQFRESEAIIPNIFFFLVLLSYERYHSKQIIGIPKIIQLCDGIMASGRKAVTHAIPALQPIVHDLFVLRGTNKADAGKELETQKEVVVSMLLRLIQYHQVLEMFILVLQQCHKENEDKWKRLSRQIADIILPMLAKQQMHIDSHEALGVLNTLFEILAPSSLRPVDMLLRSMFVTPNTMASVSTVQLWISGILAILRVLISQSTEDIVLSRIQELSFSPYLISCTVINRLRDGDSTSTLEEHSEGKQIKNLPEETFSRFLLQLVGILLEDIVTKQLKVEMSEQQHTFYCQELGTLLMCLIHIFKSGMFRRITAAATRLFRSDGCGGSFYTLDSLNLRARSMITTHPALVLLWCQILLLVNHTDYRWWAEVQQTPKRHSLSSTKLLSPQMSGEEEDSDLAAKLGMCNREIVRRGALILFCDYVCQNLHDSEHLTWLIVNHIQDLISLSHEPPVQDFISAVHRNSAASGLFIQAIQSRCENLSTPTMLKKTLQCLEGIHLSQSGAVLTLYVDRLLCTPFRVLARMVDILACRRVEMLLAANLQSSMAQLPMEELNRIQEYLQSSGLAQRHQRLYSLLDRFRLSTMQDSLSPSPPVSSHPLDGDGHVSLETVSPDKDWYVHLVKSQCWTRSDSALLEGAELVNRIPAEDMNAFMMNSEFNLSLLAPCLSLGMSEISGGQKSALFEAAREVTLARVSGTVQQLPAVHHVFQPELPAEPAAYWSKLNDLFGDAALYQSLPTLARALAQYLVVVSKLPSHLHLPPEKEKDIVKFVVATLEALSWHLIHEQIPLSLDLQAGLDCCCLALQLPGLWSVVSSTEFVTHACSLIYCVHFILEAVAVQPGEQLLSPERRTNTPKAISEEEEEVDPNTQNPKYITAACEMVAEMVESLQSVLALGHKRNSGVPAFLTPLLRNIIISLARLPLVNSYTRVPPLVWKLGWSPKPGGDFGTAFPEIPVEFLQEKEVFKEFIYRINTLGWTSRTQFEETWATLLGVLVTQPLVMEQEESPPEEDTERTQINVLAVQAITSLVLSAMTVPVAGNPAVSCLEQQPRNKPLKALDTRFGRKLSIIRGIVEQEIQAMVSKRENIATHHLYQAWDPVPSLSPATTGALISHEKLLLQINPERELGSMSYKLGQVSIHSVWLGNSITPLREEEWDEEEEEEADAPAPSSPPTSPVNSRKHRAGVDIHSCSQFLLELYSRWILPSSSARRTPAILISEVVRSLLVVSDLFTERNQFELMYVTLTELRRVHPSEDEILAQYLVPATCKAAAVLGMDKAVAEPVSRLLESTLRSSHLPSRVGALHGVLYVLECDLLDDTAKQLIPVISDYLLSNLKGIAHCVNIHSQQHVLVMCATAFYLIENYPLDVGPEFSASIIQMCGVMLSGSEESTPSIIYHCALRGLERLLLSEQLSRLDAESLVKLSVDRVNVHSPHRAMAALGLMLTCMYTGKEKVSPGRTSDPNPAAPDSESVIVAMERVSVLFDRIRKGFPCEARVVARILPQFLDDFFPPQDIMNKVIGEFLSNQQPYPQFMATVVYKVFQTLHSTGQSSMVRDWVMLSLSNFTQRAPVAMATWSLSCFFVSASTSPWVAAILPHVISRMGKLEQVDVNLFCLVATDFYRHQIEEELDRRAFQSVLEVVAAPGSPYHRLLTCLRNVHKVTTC
The depositor's hits bear a star; . = no result given; & = joins results of further samples. Cut-off read from the data, not from the text of the source: active = inhibition above about 50%; inactive = the rest.

canonical_smiles	mHTT-CaM PPI inh	Pf apPOL block
O=C(CC1CCCCC1)N1CCN(Cc2noc3ccccc23)CC1	-8	2
Cc1nc2cc(-c3noc(-c4ccc5ccccc5n4)n3)ccc2o1	-8	4
O=C(O)c1ccc(C(=O)O)c2c1C(=O)c1ccccc1C2=O	-4	1
Cc1ccc(C)c(N2CCC(C(=O)Nc3cccc(Cl)c3)C2=O)c1 (configuration not stated)	-16	-3
COc1ccccc1N(CC(=O)NC12CC3CC(CC(C3)C1)C2)S(=O)(=O)c1ccccc1	5	-8
NNC(=O)c1cc(Br)c[nH]1	.	-6
O=c1[nH]c2ccccc2c(O)c1-c1nc(-c2ccc(F)c(Cl)c2)no1	-6	-8
O=C1OC(c2cccc(Cl)c2Cl)=N/C1=C\c1cccc([N+](=O)[O-])c1	10	0
COc1ccc(CN(C)CCN(C)C)cc1C	2	-6
O=C(NCC1CCCO1)c1c[nH]c2ccc(S(=O)(=O)Nc3ccccc3F)cc2c1=O (configuration not stated)	4	0
CCC(Sc1nnnn1C)C(=O)Nc1ccc(C(C)=O)cc1 (configuration not stated)	-3	4
Cc1cc(OCC(=O)Nc2ccc3c(c2)OCO3)cc(C)c1Br	2	-1
CCNS(=O)(=O)c1cccnc1Nc1ccccc1	-9	-3
O=C(Nc1ccccc1C(F)(F)F)c1cc([N+](=O)[O-])ccc1Cl	24	4
CNc1ccc(C(=O)Nc2nc3c(s2)CCCC3)cc1[N+](=O)[O-]	6	-3
COc1ccc(/C=c2\sc3nnc(-c4ccc(C)cc4)n3c2=O)cc1	5	-5
COc1ccc(S(=O)(=O)N2CCC(C(=O)Nc3ccc4sccc4c3)CC2)cc1	-10	-4
CC(C)S(=O)(=O)c1csc(C(=O)NN=Cc2ccccc2Cl)c1Cl	.	-8
O=C1OC2(CCCCC2)OC(=O)C1=Cc1ccc(-c2ccc(Cl)c(C(=O)O)c2)o1	2	-2
O=c1oc2ccccc2cc1-c1csc(-c2cc3ccccc3oc2=O)n1	-5	-6
O=[N+]([O-])c1ccc(S(=O)(=O)NCCC2=CCCCC2)cc1	17	-3
c1cnn(-c2cc(N3CCSCC3)ncn2)c1	6	-3
Cc1ccc2[nH]cc(CCN3CC(C(=O)NC4CCCCC4)CC3=O)c2c1 (configuration not stated)	14	-2
COc1ccc(OCCCCN2CCCCC2)cc1	-4	-1
CC(=O)N1CCc2sc(S(=O)(=O)Nc3cccc(C)c3C)cc2C1	20	-1

Taken from above, 25 compounds:
canonical_smiles	mHTT-CaM PPI inh	Pf apPOL block
O=C(CC1CCCCC1)N1CCN(Cc2noc3ccccc23)CC1	-8	2
Cc1nc2cc(-c3noc(-c4ccc5ccccc5n4)n3)ccc2o1	-8	4
O=C(O)c1ccc(C(=O)O)c2c1C(=O)c1ccccc1C2=O	-4	1
Cc1ccc(C)c(N2CCC(C(=O)Nc3cccc(Cl)c3)C2=O)c1 (configuration not stated)	-16	-3
COc1ccccc1N(CC(=O)NC12CC3CC(CC(C3)C1)C2)S(=O)(=O)c1ccccc1	5	-8
NNC(=O)c1cc(Br)c[nH]1	.	-6
O=c1[nH]c2ccccc2c(O)c1-c1nc(-c2ccc(F)c(Cl)c2)no1	-6	-8
O=C1OC(c2cccc(Cl)c2Cl)=N/C1=C\c1cccc([N+](=O)[O-])c1	10	0
COc1ccc(CN(C)CCN(C)C)cc1C	2	-6
O=C(NCC1CCCO1)c1c[nH]c2ccc(S(=O)(=O)Nc3ccccc3F)cc2c1=O (configuration not stated)	4	0
CCC(Sc1nnnn1C)C(=O)Nc1ccc(C(C)=O)cc1 (configuration not stated)	-3	4
Cc1cc(OCC(=O)Nc2ccc3c(c2)OCO3)cc(C)c1Br	2	-1
CCNS(=O)(=O)c1cccnc1Nc1ccccc1	-9	-3
O=C(Nc1ccccc1C(F)(F)F)c1cc([N+](=O)[O-])ccc1Cl	24	4
CNc1ccc(C(=O)Nc2nc3c(s2)CCCC3)cc1[N+](=O)[O-]	6	-3
COc1ccc(/C=c2\sc3nnc(-c4ccc(C)cc4)n3c2=O)cc1	5	-5
COc1ccc(S(=O)(=O)N2CCC(C(=O)Nc3ccc4sccc4c3)CC2)cc1	-10	-4
CC(C)S(=O)(=O)c1csc(C(=O)NN=Cc2ccccc2Cl)c1Cl	.	-8
O=C1OC2(CCCCC2)OC(=O)C1=Cc1ccc(-c2ccc(Cl)c(C(=O)O)c2)o1	2	-2
O=c1oc2ccccc2cc1-c1csc(-c2cc3ccccc3oc2=O)n1	-5	-6
O=[N+]([O-])c1ccc(S(=O)(=O)NCCC2=CCCCC2)cc1	17	-3
c1cnn(-c2cc(N3CCSCC3)ncn2)c1	6	-3
Cc1ccc2[nH]cc(CCN3CC(C(=O)NC4CCCCC4)CC3=O)c2c1 (configuration not stated)	14	-2
COc1ccc(OCCCCN2CCCCC2)cc1	-4	-1
CC(=O)N1CCc2sc(S(=O)(=O)Nc3cccc(C)c3C)cc2C1	20	-1

(cont.)
canonical_smiles	mHTT-CaM PPI inh	Pf apPOL block
COc1cccc(CC(=O)N2CCN(C3=NC=CN4CC(C)N=C34)CC2)c1 (configuration not stated)	11	-6
CC(=O)N1CCN(C2CCCCCC2)CC1	-6	7
COc1ccc(C(=O)N2CCC(C(=O)Nc3cccc([N+](=O)[O-])c3)CC2)cc1	6	-1
O=S(=O)(N=C(Nc1ccccn1)c1ccc(F)cc1)c1ccccc1	-6	-3
COc1ccc2c(c1)CCN(C(=O)CNC(=O)c1ccc(=O)[nH]c1)C2	-9	-10
CCS(=O)(=O)c1ccc2oc(=O)c(C=C(O)c3cccc([N+](=O)[O-])c3)nc2c1	16	-7
O=C(O)CC(C(=O)O)c1c[nH]c2ccccc12 (configuration not stated)	2	-11
CC1CCN(c2ncc3c(n2)CCN(CCc2ccccc2)C3)CC1	46	-2
Nc1ncnc2c1ncn2C1CCCC1	.	-13
O=C(CSc1nnc2ccc(-c3ccco3)nn12)c1cccc([N+](=O)[O-])c1	19	22
CCC(Sc1nc2ccccc2o1)C(=O)Nc1ccc(Cl)cn1 (configuration not stated)	-16	-2
Cc1cc2oc(=O)cc(CN(CC(C)C)CC(C)C)c2cc1O	-11	-7
COc1cccc(N(CC(=O)Nc2ccccc2Br)S(=O)(=O)c2ccccc2)c1	-11	-4
O=S(=O)(/C=C/c1ccccc1)Nc1ccc2c(c1)OCO2	4	4
CN(C)c1cccc(C(=O)Nc2cc(-c3ccsc3)no2)c1	-7	-2
O=C1CCCc2nc(NC(=O)C3(c4cccs4)CCCC3)sc21	4	4
COc1ccc(OC)c(C2=NOC(C(=O)N3CCN(c4ccccc4)CC3)C2)c1 (configuration not stated)	7	1
CCOc1ccc(CN(C)CCc2ccccn2)cc1	-8	6
CCCCN(C)C(=O)c1ccc(-c2ccc(F)c(F)c2)s1	-20	-1
CCCC(=O)Nc1c2c(nn1-c1ccc(C)cc1)CSC2	10	-8
COc1cccc(-n2nc(C(=O)Nc3cc(OC)c(OC)c(OC)c3)c3ccccc3c2=O)c1	9	2
Nc1ncnc(SCc2c(F)cccc2Cl)n1	.	4&-8
CCn1cc(CNC(=O)c2ccc(Cl)cc2[N+](=O)[O-])cn1	-2	-1
CCN(CC)C(=O)N1CCN(C(=O)N(CC)CC)CC1	2	-15
CCC1c2ccc(C)n2CCN1C(=O)Nc1ccc(Br)cc1F (configuration not stated)	1	-1

Next part
canonical_smiles	mHTT-CaM PPI inh	Pf apPOL block
O=C(NCC1CCCO1)C1CCC(N2C(=O)c3ccccc3C2=O)CC1 (configuration not stated)	2	10
Cc1ccc(-c2cc(C(=O)NCc3ccc(F)cc3)ccn2)s1	-10	0
O=C(c1cc(-c2cccc(Br)c2)nc2ccccc12)N1CCCC1	25	-2
O=C1N=C(N2CCOCC2)S/C1=C\c1ccccn1	5	4
CCc1nnc(-c2cccn2CC(=O)NCc2ccccc2)o1	-2	-3
CCN(CC)S(=O)(=O)c1ccc2[nH]c3nc(SCc4cccc(F)c4)nnc3c2c1	6	-6
Cc1cccc(NC(=O)c2noc3c2CCCC3)n1	-10	2
Cn1nc(-c2nc(-c3ccc(F)cc3)no2)c2c1CCN(C(=O)c1ccncc1)C2	7	-11
CCN(CC)c1ccc(NS(=O)(=O)c2ccc3c(c2)CC(C)N3C(C)=O)c(C)c1 (configuration not stated)	25	6
CC(=O)N1CCc2[nH]c3ccc(C(=O)N4CCN(Cc5ccc(C)cc5)CC4)cc3c2C1	78*	-3
O=C1NC(=NS(=O)(=O)c2ccccc2)S/C1=C/c1ccco1	38	-1
COc1ccc(-c2nc(COc3ccc(F)c(C)c3)no2)cc1	-22	-1
COc1nccnc1NC1CCN(C(=O)C2CCCO2)CC1 (configuration not stated)	3	0
O=C(NCc1ccc(F)cc1)c1ccc2ncnc(N3CCCCC3)c2c1	16	4
Cc1ccc(N=Cc2c(Nc3ccccc3)nc3c(C)cccn3c2=O)cc1	-2	-5
O=C(Nc1ccc(Cl)cc1)NC1CCCC1	-12	-8
O=C(NC1CCCC1)N1c2ccccc2Sc2ccccc21	-11	-7
CCOc1ccc(N2CCn3c2nn(CC(=O)c2ccc(OC)cc2)c(=O)c3=O)cc1	8	1
Cc1cc(C)c2sc(NC(=O)C3CCCC3)nc2n1	-5	-7
CS(=O)(=O)N(CC(=O)O)c1ccccc1	0	-5
COc1cccc(N2C(=O)NC3CC2(C)Oc2ccccc23)c1 (configuration not stated)	88*	-4
O=C(c1ccoc1)N1CCCC1c1nc(-c2ccccc2)n[nH]1 (configuration not stated)	0	-1
CCOC(=O)c1cnc2nc(C)ccc2c1Nc1ccc(F)cc1Cl	40	0
CCCC(O)=C1C(=O)CC(C)(C)CC1=Nc1ccccc1C	-15	-7
N#CCSc1nc2c(sc3ccc([N+](=O)[O-])cc32)c(=O)n1Cc1ccccc1	4	-5

Next entries.
canonical_smiles	mHTT-CaM PPI inh	Pf apPOL block
Cc1cc2c(c(=O)o1)C(c1ccccc1OCc1ccccc1Cl)C(C#N)=C(N)O2 (configuration not stated)	0	-2
Brc1ccc(C2C=C(c3ccc4c(c3)OCO4)Nc3nnnn32)cc1 (configuration not stated)	3	-3
O=C1OC2(CCCCC2)OC(=O)C1=Cc1ccc(Br)o1	30	-9
CC1(C)CC2(CCCCC2)C(=O)O1	.	-5
O=C1NCCCn2cc(S(=O)(=O)NCc3cccc(F)c3)cc21	-1	14
COc1ccc(-c2nn(-c3ccccc3)cc2/C=C2\N=C(c3ccccc3)OC2=O)cc1OC	-5	-5
COc1ccc(NC(=O)C(CC(=O)O)Cc2ccc(Br)cc2)cc1 (configuration not stated)	-2	2
CC(C)C(=O)NCc1csc(C2CCCN(C(=O)c3cc(F)cc(F)c3)C2)n1 (configuration not stated)	-1	0
COc1ccc(N2CC(c3nnc(NC(=O)c4ccccc4F)o3)CC2=O)cc1 (configuration not stated)	5	-3
COc1ccc(C2C3CSCC=C3C(C#N)=C(N)C2(C#N)C#N)cc1 (configuration not stated)	6	.
O=C(c1cccc(OCC2CCCN(C(=O)c3ccc(F)c(F)c3)C2)c1)N1CCCCC1 (configuration not stated)	24	-4
O=C(C1CCN(c2cnc(N3CCCCC3)nc2)CC1)N1CCCCC1	-10	1
CCc1ccc(C2=CC(c3ccccc3C)n3nnnc3N2)cc1 (configuration not stated)	-3	-13
O=C(c1ccc(Cl)c(Cl)c1)N1CCN(c2ccc([N+](=O)[O-])c(N3CCOCC3)c2)CC1	45&-2	1&-6
COC(=O)c1ccc(COc2ccc3c(c2)OC(=Cc2cc(OC)c(OC)c(OC)c2)C3=O)cc1	-4	-5
CCc1cc(C2CCCN2C(=O)Cc2cccs2)on1 (configuration not stated)	-3	0
O=C(COc1ccc(Cl)cc1Cl)Nc1c2c(nn1-c1ccc(F)cc1)CS(=O)C2 (configuration not stated)	9	-40
CCc1ccc(-c2cn3ccccc3n2)cc1	9	-5
Cc1ccc2c(Nc3ccc4c(c3)OCCO4)c(C(=O)N3CCCC3)cnc2n1	4	0
O=C(CCN1CCN(CC(=O)Nc2ccccc2Cl)CC1)Nc1ccccc1F	17	-2
Cc1sc(NC(=O)c2ccco2)c(C(=O)O)c1C	-1	-1
CCOC(=O)c1c(SC)nc2ccc(Cl)cc2c1N1CCOCC1	.	2
C=CCN(c1ccccc1)S(=O)(=O)c1ccc(F)c(C(=O)Nc2cccc(Cl)c2)c1	-22	-8
Nc1cc(C2CCN(C(=O)Nc3ccc(Cl)cc3F)CC2)no1	-9	-6
Cc1nn(-c2ccc(F)cc2)c2nc(C3CC3)nc(N3CCOCC3)c12	-9	-3

From PubChem

Only part of the results is shown; the hit share may differ from the screen's.
